# High-throughput results from PubChem BioAssay.
# Tau filament bind: tau filament binding | P10636 | recombinant tau filaments, thioflavin S fluorescence, 15 h; filaments grown with octadecylsulfate alongside compound | Potency, µM (titrated, usually from 57.1 µM), without a hit: at the top dose activity change, negative = inhibition | hit rate 2% among 71,000 | AID 596;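 note: potency is the fitted concentration of half-maximal effect; % is set by controls: 0 for no effect and ±100 for the full control effect; actives lower thioflavin S fluorescence by blocking filaments or displacing dye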
#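 Read-out: ThS fluorescence, 450 nm excitation/510 nm emission; lower signal marks blocked filament formation or displaced dye. Tau at 1 uM with 30 uM ODS, 10 uM ThS, 5 mM DTT, 100 mM NaCl, 10 mM HEPES pH 7.4; 15 h, 37 C.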
# HEK293 cAMP cs: parental HEK293 cAMP activation (counter-screen) | parental HEK293 CNG cAMP sensor, membrane potential fluorescence | Potency, µM (series often up to 57.1 µM), without a hit: at the highest dose activation, most hits filed as activators | hit rate 2.5% among 73,000 | AID 938; note: potency is the fitted concentration of half-maximal effect; % of control where 0% means no effect; nearly all actives have a fitted effect of over 55% in size
#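 Parental HEK 293 cells stably expressing a cAMP-gated CNG channel were loaded with membrane potential dye containing 100 uM RO 20-1724 for 60 min. Compound added for 30 min; depolarization read as fluorescence intensity at 590 nm.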
# 15-hLO inh: 15-hLO (ALOX15) enzyme inhibition; hit rate 1.4% among 74,000; P16050; Potency, µM (highest dose often 57.1 µM), for the others: at the highest dose activity change, negative = inhibition, hits mostly inhibitors; purified 15hLO-1, xylenol orange hydroperoxide absorbance; AID 887; note: potency is the fitted concentration of half-maximal effect; % is set by controls: 0 for no effect and ±100 for the full control effect; nearly all actives have a fitted effect of over 55% in size
#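 Quantitative HTS in 25 mM Hepes pH 7.5 containing 0.01% Triton X-100: human 15hLO-1 at 40 nM, arachidonic acid at 50 uM, 6 min turnover. Product quantified via ferrous oxidation/xylenol orange, 573:405 nm absorbance ratio.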
# Rhodamine autofl: compound autofluorescence in rhodamine spectral region. max dye-equivalent concentration, M. AID 594. Rhodamine-region fluorescence, 547/598 nm, Tris buffer; hits give high values. hit rate 0.05% among 59,000; in the data active = max dye-equivalent concentration above about 11 nM; inconclusive = between about 1.1 nM and that limit
#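 Intrinsic compound fluorescence, ex 547 / em 598 nm, CCD imager. Tris 100 mM pH 8.0; 15 min RT. Output = rhodamine dye-equivalent concentration at each compound concentration.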
# USP2a inhib: blocks human ubiquitin-specific protease USP2a; USP2a enzymatic assay, qHTS inhibition; Potency, µM (titrated, usually from 38.3 µM), for inactives: top-dose activity change, negative = inhibition, most hits filed as inhibitors; hit rate 0.1% among 60,000;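 note: potency is the fitted concentration of half-maximal effect; nearly all actives have a fitted effect of over 60% in size; plate controls were DMSO for no effect and NEM full inhibition control for full effect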
# Target sequence (O75604 whole entry, looked up): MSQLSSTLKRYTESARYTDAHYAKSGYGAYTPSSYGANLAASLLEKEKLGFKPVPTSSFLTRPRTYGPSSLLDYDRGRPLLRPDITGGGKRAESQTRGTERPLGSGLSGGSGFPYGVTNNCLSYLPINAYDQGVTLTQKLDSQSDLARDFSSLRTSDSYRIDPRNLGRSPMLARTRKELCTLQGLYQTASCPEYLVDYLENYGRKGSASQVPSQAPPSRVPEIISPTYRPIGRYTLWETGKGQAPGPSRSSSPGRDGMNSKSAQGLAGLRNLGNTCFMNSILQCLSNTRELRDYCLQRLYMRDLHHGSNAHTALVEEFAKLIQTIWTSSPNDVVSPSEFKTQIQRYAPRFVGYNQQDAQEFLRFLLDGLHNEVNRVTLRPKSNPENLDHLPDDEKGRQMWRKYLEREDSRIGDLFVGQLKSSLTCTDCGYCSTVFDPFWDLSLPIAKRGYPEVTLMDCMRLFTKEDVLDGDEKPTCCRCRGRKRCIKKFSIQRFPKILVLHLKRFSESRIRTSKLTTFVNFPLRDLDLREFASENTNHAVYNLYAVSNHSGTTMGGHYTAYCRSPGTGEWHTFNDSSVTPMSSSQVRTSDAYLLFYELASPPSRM
#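 USP2 core (20nM final) preincubated 30 min RT with compound, then Ub-PLA2 20nM and NBD C6-HPC 20uM final added; buffer 20mM Tris-HCl pH 8.0, 2mM CaCl2. Fluorescence Ex 460/Em 535 read at 0 and 2.5 h; normalized to NEM.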
# BRCT PPI red: disrupts BRCA1 BRCT binding to phosphoprotein, red fluorophore readout; P38398; BRCT-phosphopeptide binding, red fluorescence polarization; Potency, µM (titrated, usually from 76.9 µM), for the others: at the highest dose activity change, negative = inhibition, hits mostly inhibitors; hit rate 0.03% among 75,000; note: % is set by controls: 0 for no effect and ±100 for the full control effect
#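 Rhodamine-labelled pBACH1 10-mer (100 nM) bound to BRCT domain (100 nM) at pH 7.3; compounds incubated 12 min room temperature, polarization read. Free peptide defines full inhibition; unlabelled decapeptide titrated as control.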
# Casp1 inh: blocks human caspase-1 allosterically or competitively; P29466; Caspase-1 enzyme, Ac-WEHD-AFC fluorogenic rate; Potency, µM (top dose mostly 57.5 µM), without a hit: top-dose activity change, negative = inhibition, most hits filed as inhibitors; hit rate 0.03% among 75,000;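 note: potency is the fitted concentration of half-maximal effect; plate controls were vehicle for no effect and no substrate for full effect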
# Caspase-7 inhib: caspase-7 (human) inhibition, allosteric or competitive; P55210; hit rate 0.02% among 75,000; recombinant caspase-7, Ac-DEVD-AFC fluorescence rate; Potency, µM (doses to about 57.5 µM), for the others: at the top dose activity change, negative = inhibition, hits mostly inhibitors; active = well fitted inhibition curve with a large enough effect in the main read-out, with a control signal flat, not every such curve was filed as active; inconclusive = small, poorly fitted or top-dose-only effect, or a change in a side signal; note: potency is the fitted concentration of half-maximal effect; % of control where 0% means no effect
# HADH2 inh: blocks human hydroxyacyl-CoA dehydrogenase type II; Potency, µM (highest dose often 57.1 µM), for inactives: at the highest dose activity change, negative = inhibition, usual class: inhibitors; Q99714; recombinant HADH2, NADH fluorescence, beta-hydroxybutyryl-CoA; hit rate 3.4% among 73,000; note: potency is the fitted concentration of half-maximal effect; % is set by controls: 0 for no effect and ±100 for the full control effect; nearly all actives have a fitted effect of over 60% in size; many of its hits are not listed in these tables
# Target sequence (Q99714 whole entry, looked up, one chain of several): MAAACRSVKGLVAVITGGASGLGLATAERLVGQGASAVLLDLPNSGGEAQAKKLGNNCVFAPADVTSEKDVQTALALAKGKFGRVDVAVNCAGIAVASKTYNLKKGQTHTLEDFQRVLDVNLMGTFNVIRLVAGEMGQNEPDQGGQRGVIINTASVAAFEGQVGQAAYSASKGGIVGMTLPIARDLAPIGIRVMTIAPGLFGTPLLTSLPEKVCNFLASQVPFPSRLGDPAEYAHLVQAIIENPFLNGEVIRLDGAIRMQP
#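 Read-out: 360 nm excitation, 450 nm emission, kinetic over 4 min. Conditions: His-tagged human HADH2 20 nM, pH 9.0 Tris with Tween-20, 1 mM NAD+, 90 uM beta-hydroxybutyryl-CoA.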
# DNA Pol III inh: blocks replication by bacterial DNA polymerase III holoenzyme. hit rate 0.25% among 71,000. AID 603. reconstituted DNA polymerase III holoenzyme replication, biochemical. Potency, µM (doses to about 57.1 µM), inactives show top-dose activity change, negative = inhibition; note: potency is the fitted concentration of half-maximal effect; % is set by controls: 0 for no effect and ±100 for the full control effect
#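 Reconstituted *E. coli* holoenzyme (0.35 nM Pol III, 1 nM beta, 154 nM SSB, 2 nM primase) was preincubated with compound for 15 min at RT. Synthesis on 1.4 nM ssM13Gori ran 35 min, then was stopped with PicoGreen/EDTA and read as dsDNA fluorescence.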
# BRCT inh green: BRCA1 BRCT-phosphoprotein interaction inhibition; AID 875; BRCA1 BRCT-phosphopeptide binding, green fluorescence polarization; P38398; hit rate 0.05% among 75,000; Potency, µM (top dose mostly 76.9 µM), for the others: at the top dose activity change, negative = inhibition, usual class: inhibitors;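 note: potency is the fitted concentration of half-maximal effect; plate controls were peptide without protein for full effect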
#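 Fluorescence polarization: His-tagged BRCT (~35 kDa BRCA1 C-terminus, 250 nM) bound to 100 nM fluorescein-labeled phosphorylated 10-aa BACH1 peptide, pH 7.3 phosphate buffer with DTT and Tween 20. Compounds incubated 12 min at room temperature; inhibition read as lowered polarization.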
# * = called active by the depositor; i = inactive; ? = inconclusive; nt = no result given; [ ] = remark or other dose. Unless noted, calls come from the whole dose curve; as a rule, active = well fitted curve in the direction sought with a large enough effect; inconclusive = small, poorly fitted or top-dose-only effect, or another doubt; inactive = no such curve, though single readings can be large; an effect the other way counts as inactive or inconclusive. The list is partial, so the mix of outcomes need not match the whole.
molecule	Tau filament bind	HEK293 cAMP cs	15-hLO inh	Rhodamine autofl	USP2a inhib	BRCT PPI red	Casp1 inh	Caspase-7 inhib	HADH2 inh	DNA Pol III inh	BRCT inh green
COc1ccc(C(c2nnnn2Cc2cccs2)N2CCN(c3ccc(F)cc3)CC2)cc1OC (stereo not drawn)	-10%	?	?	i	12%	-1.3%	-2%	-3%	-2%	7%	-2.5%
O=C1c2ccccc2C(Nc2cccc(C(F)(F)F)c2)N1Cc1ccco1 (stereo not drawn)	-2%	?	?	i	27%	-3.4%	-1%	-6%	-18%	-11%	-3.8%
COc1ccc(/C(O)=C2/C(=O)C(=O)N(CCCN(C)C)C2c2cccnc2)cc1 (stereo not drawn)	1%	6%	0%	i	-3%	1.7%	-1%	2%	9%	-5%	0.1%
COCCn1c(=O)[nH]c2cc(C(=O)N3CCN(Cc4ccc5c(c4)OCO5)CC3)ccc2c1=O	13%	10%	8%	i	0%	0.5%	-1%	3%	-14%	-1%	-0.9%
CCOC(=O)C1=C(N)Oc2cc(C)[nH]c(=O)c2C1c1ccncc1 (stereo not drawn)	1%	?	3%	i	7%	-0.8%	0%	0%	0%	3%	2.0%
CC1(C)CN=C(N2CCN(c3ncnc4sc5c(c34)CCCC5)CC2)S1	58%[11.4 µM]	2%[11.4 µM]	3%[11.4 µM]	nt	0%[7.66 µM]	-0.8%	-3%	-1%	2%[11.4 µM]	-1%[11.4 µM]	0.2%
Cc1cnn(Cc2ccccc2)c1N	-3%	-3%	4%	i	-1%	0.1%	2%	-1%	0%	1%	-1.4%
CNC(=O)[C@@H]1C[C@H]1[C@@H](NC(=O)CNC(=O)OCc1ccccc1)c1ccccc1	-3%	9%	0%	nt	nt	0.8%	2%	0%	11%	4%	-3.1%
O=C1CC(N2CCN(c3ccccc3)CC2)C(=O)N1c1ccc2c(c1)OCCO2 (stereo not drawn)	2%	-4%	10%	i	-1%	-2.4%	1%	-3%	22%	0%	-1.4%
COC(=O)C1C(=O)CC(C)(O)C(C(=O)OC)C1/C=C/c1ccccc1 (stereo not drawn)	nt	3%	-1%	nt	nt	1.0%	-4%	-3%	-1%	nt	-0.1%
Cn1nc(OCC(N)=O)ccc1=O	-7%	10%	9%	i	4%	0.6%	0%	1%	10%	-7%	-1.8%
Cc1ccc(S(=O)(=O)NCCNC(=O)C2CCCNC2=O)cc1 (stereo not drawn)	-1%	26%	7%	i	5%	0.0%	2%	0%	7%	1%	-1.4%
CCC1OC(=O)C(C)[C@@H](O[C@H]2C[C@@](C)(OC)C(O)C(C)O2)C(C)[C@@H](O[C@@H]2OC(C)CC(N(C)C)C2O)[C@@](C)(O)CC(C)CN(C)C(C)C(O)[C@]1(C)O (stereo partly drawn)	nt	nt	1%	nt	16%	-1.0%	1%	0%	nt	nt	0.4%[3.08 µM]
O=C1C=C(N2CCN(c3ccccn3)CC2)C(=O)c2c(O)ccc(O)c21	1.6µM*	-37%[inhibitor][11.4 µM]	-7%[11.4 µM]	i	nt	0.0%[15.4 µM]	-5%[11.5 µM]	-2%[11.5 µM]	-19%[11.4 µM]	-4%[11.4 µM]	-2.5%[15.4 µM]
COC(=O)CNC(=O)CCCCC(=O)NCC(=O)OC	-46%	2%	2%	i	-4%	-0.7%	1%	1%	-6%	-2%	-3.6%
CC(C)CO/N=C1/C[C@@H](O)[C@@H](O)[C@@H]2[C@H]3C(=O)N(c4ccc(F)cc4F)C(=O)[C@@H]3CC[C@H]12	nt	-8%[11.4 µM]	6%[11.4 µM]	nt	nt	-1.6%[15.4 µM]	1%[11.5 µM]	2%[11.5 µM]	2%[11.4 µM]	nt	0.6%[15.4 µM]
CC(=O)Nc1ccc(C(=O)CSc2nnnn2C(C)C)cc1	-16%	7%	3%	i	3%	-1.5%	-1%	2%	-22%	-11%	1.1%
COc1ccc(Nc2cc(C)nc3nc(C)nn23)cc1Cl	18%	-4%	37%[activator]	nt	nt	-0.7%	-2%	-1%	5%	-6%	0.8%
COc1ccc(C2SCC(C(=O)O)N2C(C)=O)cc1OC (stereo not drawn)	0%	1%	-1%	nt	nt	-2.0%	-2%	2%	-7%	-3%	-0.4%
CC(C)Cc1nc(S(=O)(=O)c2ccc(Cl)cc2)c(N2CCOCC2)o1	-4%	2%	4%	i	-4%	-1.3%	-1%	0%	0%	-5%	-1.9%
CCCCCC(C)n1[nH]c(=O)c2c(C)cc(C)nc21 (stereo not drawn)	-19%	1%	-9%	nt	nt	0.3%	-4%	1%	-6%	-2%	0.4%
COc1cccc(C(c2nnnn2Cc2ccccc2)N2CCN(C3CCCC3)CC2)c1OC (stereo not drawn)	-18%	16%	-16%	i	-3%	-1.7%	-1%	1%	-1%	0%	1.3%
CC1(C)CC(NC(=O)c2ccccc2Cl)CC(C)(C)N1	-9%	8%	7%	i	4%	-0.5%	-2%	2%	7%	-2%	-3.8%
Cc1occc1-c1nnc(SCC(=O)NCc2ccc3c(c2)OCO3)n1CC(C)C	-15%	29%	3%	i	nt	-2.0%	-1%	1%	6%	-2%	-3.8%
CCCCCCC1/C(=N/O)CCC1C(=O)OC (stereo not drawn)	-7%	?	-2%	i	12%	-0.8%	0%	-2%	-2%	-1%	-0.1%
Nc1cc([N+](=O)[O-])ccc1C(=O)O	-5%	11%	?	nt	nt	-4.8%	-2%	-1%	-23%	-6%	-3.3%
O=C(O)C12CC3(C(=O)O)CC(C(=O)O)(CC(C(=O)O)(C1)C3=O)C2=O	-3%[11.4 µM]	-5%[11.4 µM]	2%[11.4 µM]	i	nt	0.4%[15.4 µM]	1%[11.5 µM]	0%[11.5 µM]	-3%[11.4 µM]	-16%[11.4 µM]	-1.7%[15.4 µM]
CC(C)(C)NC(=O)C1CC(=O)OC1(C)C (stereo not drawn)	-7%	2%	-13%	i	29%	-1.2%	-4%	-6%	2%	2%	0.1%
CN(CCCNC(=O)CN1C(=O)CC(C)(C)S(=O)(=O)c2ccccc21)C1CCCCC1	3%	0%	6%	i	-3%	0.2%	1%	1%	5%	0%	-3.6%
COc1cc(C2=NOC(C(=O)NCc3ccc(F)cc3)C2)cc(OC)c1OC (stereo not drawn)	-1%	20%	1%	i	8%	-2.8%	1%	-1%	9%	-1%	-1.8%
O=c1cc(-c2ccccc2)nc2nc(-c3ccccc3)[nH]n12	-14%	6%	10%	i	-7%	0.0%	-2%	0%	-8%	-8%	-0.7%
CCOC(=O)CN1C(=O)NC(C)(c2ccc(OC(F)F)cc2)C1=O (stereo not drawn)	2%	13%	12%	i	3%	1.0%	0%	2%	27%	-5%	-1.5%
COc1cccc(NC(=O)C2CCCN(S(=O)(=O)c3ccc(-n4cnnn4)cc3)C2)c1 (stereo not drawn)	51%	-12%	-4%	i	7%	-0.4%	-1%	4%	15%	4%	-0.1%
CCCCn1c(=O)cc(N2CCOCC2)[nH]c1=O	-2%	?	-5%	nt	nt	-0.1%	1%	0%	-18%	-5%	-0.5%
N#Cc1cccc(Cn2nnc(-c3ccccc3)n2)c1	-9%	20%	-17%	i	1%	-1.7%	0%	-2%	-11%	1%	-1.0%
COC(=O)c1cc2oc3ccccc3c2n1Cc1ccccn1	1%	27%	-24%	i	6%	0.9%	-2%	0%	97%[activator]	-4%	-1.3%
CCc1c(C)n([O-])c2c([n+]1=O)CCC2	-8%	3%	0%	nt	-1%	0.4%	1%	0%	-5%	0%	-1.3%
Cc1nn(C(=O)c2ccc3c(c2)OCO3)c(N)c1-c1ccccc1	-10%	-2%	-13%	nt	nt	-1.1%	-6%	-2%	-2%	-5%	-1.2%
CS(=O)(=O)N1CCC2(CCN(C(c3ccccc3)c3ccccc3)CC2)CC1	-12%	12%	2%	i	6%	-0.5%	2%	0%	12%	1%	-1.9%
Cc1cc(C)nc(Sc2ccc3nnnn3n2)n1	0%	0%	-8%	i	-2%	0.6%	0%	1%	-8%	2%	-2.1%
C#C[C@]1(O)CC[C@H]2[C@@H]3CCc4cc(O)ccc4[C@H]3CC[C@@]21C	-3%	-19%	-28%	nt	nt	0.7%	-2%	-2%	-19%	5%	-2.0%
COCCCN1C(=O)C(=O)/C(=C(/O)c2ccc3c(c2)OCCO3)C1c1ccc(C(=O)OC)cc1 (stereo not drawn)	11%	3%	22%	i	6%	1.1%	-1%	0%	-11%	-7%	0.8%
Cc1ccccc1-c1nc2ccccc2c(=O)n1C1CCS(=O)(=O)C1 (stereo not drawn)	-2%	0%	4%	i	1%	0.0%	-1%	0%	-2%	2%	-2.4%
